INS promoter inh = inhibitors of insulin promoter-driven GFP, primary screen, imaging, TRM-6 cells (human fetal islet line), eGFP reporter, cell count. reporter expression induced with tamoxifen. inhibition, % at 2 µM. 130,000 tested, 0.9% active. AID 1273, 2008;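 active = inhibition above the mean plus 3 SD, with well images judged a real hit on visual review, cut at about 60% in these data, passing the limit was not always enough; inconclusive = inhibition over the cutoff but images rejected on review; inactive = inhibition not above the cutoff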
SDO1 yeast rescue = growth rescue of sdo1-depleted yeast, primary screen, S. cerevisiae, bone marrow failure model; 140,000 tested, 0.21% active; AID 817, 2007; z-score at 10 µM; S. cerevisiae sdo1-depleted JHY4D growth rescue, OD600 30 h; active compounds read high; pdr5 snq2 efflux-pump mutant strain;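 active = z-score above 3 at both the 24 hr and the 30 hr optical density reads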;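 also: z-score against mean and SD of all compound wells on the same plate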
SDO1 yeast rescue Rescue 24 h = also measured in SDO1 yeast rescue; calls as there; z-score; S. cerevisiae sdo1-depleted JHY4D growth rescue, OD600; measured here: growth rescue at 24 h;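 0 is the plate mean of compound wells and units are plate SD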
Numbers without * were called inactive; ? = inconclusive; . = not tested or not shown; & = joins results of further samples.

A first look:
SMILES	INS promoter inh	SDO1 yeast rescue	SDO1 yeast rescue Rescue 24 h
O=C(N1CCCCCC1)n1c(Cc2ccccc2)nc2ccccc21	9	-1.9	-2.3
Cn1cnnc1SC1c2cccc3cccc(c23)C1NS(=O)(=O)c1ccc(Cl)cc1 (stereo not given)	-19	-0.2	-0.55
CCOC(=O)N1CCN(C(=O)C2CCCN(S(=O)(=O)c3cc(C)ccc3OC)C2)CC1 (stereo not given)	29	0.22	0.22
CC(=O)[C@@]1(O)CC[C@H]2[C@@H]3C[C@H](C)C4=CC(=O)CC[C@]4(C)[C@H]3CC[C@@]21C	-161	-3.3	-0.89
CC1CCCCN1CCNC(=O)c1cc2c(-c3ccccc3F)nn(C)c2s1 (stereo not given)	.	0.45	0.14
O=C(Nc1ccccc1N1CCCCC1)c1ccc(N2C(=O)c3ccccc3C2=O)cc1	33	-0.81	0.48
CCc1cccc(C)c1NC(=O)CSc1ncn[nH]1	-24	0.77	1.9

This part in full, from the first entry:
SMILES	INS promoter inh	SDO1 yeast rescue	SDO1 yeast rescue Rescue 24 h
O=C(N1CCCCCC1)n1c(Cc2ccccc2)nc2ccccc21	9	-1.9	-2.3
Cn1cnnc1SC1c2cccc3cccc(c23)C1NS(=O)(=O)c1ccc(Cl)cc1 (stereo not given)	-19	-0.2	-0.55
CCOC(=O)N1CCN(C(=O)C2CCCN(S(=O)(=O)c3cc(C)ccc3OC)C2)CC1 (stereo not given)	29	0.22	0.22
CC(=O)[C@@]1(O)CC[C@H]2[C@@H]3C[C@H](C)C4=CC(=O)CC[C@]4(C)[C@H]3CC[C@@]21C	-161	-3.3	-0.89
CC1CCCCN1CCNC(=O)c1cc2c(-c3ccccc3F)nn(C)c2s1 (stereo not given)	.	0.45	0.14
O=C(Nc1ccccc1N1CCCCC1)c1ccc(N2C(=O)c3ccccc3C2=O)cc1	33	-0.81	0.48
CCc1cccc(C)c1NC(=O)CSc1ncn[nH]1	-24	0.77	1.9
O=C(Nc1cc2c3c(c1)C1CCCC1CN3CC1CCCC21)c1ccccc1 (stereo not given)	.	-1.2	0.06
CCOC(=O)C1CCN(C(=O)CSCc2nc(-c3ccc(OCC)cc3)oc2C)CC1	-174	-0.8	-0.68
Cc1nn(-c2ccccc2)c(Cl)c1/C=C1/C(=N)N2N=C(C(C)C)SC2=NC1=O	22	0.83	0.31
CN1CCCC(OC(=O)c2cc(Br)ccc2Cl)C1 (stereo not given)	.	0.13	-0.14
COc1cccc(NC(=O)c2ccco2)c1	-68	0.19	0.28
O=C(COC(=O)c1ccc(Oc2ccccc2)cc1)Nc1nnc(-c2ccccc2)o1	-53	0.36	-0.67
Cc1noc(C)c1COC(=O)Cc1ccc(Br)cc1	-17	.	.
Cc1ccc(C)c(NC(=O)CN(C)C(=O)CCN2C(=O)c3ccccc3C2=O)c1	-12	0.24	0.19
CCCC1C2C(=O)N(c3ccccc3OCC)C(=O)C2ON1c1ccccc1 (stereo not given)	47	-0.49	-1.1
COc1cccc(C(=O)NNC(=O)Cc2csc(N)n2)c1	-92	.	.
O=C(O)CC(C(=O)O)n1nc(-c2ccccc2)cc1-c1ccccc1 (stereo not given)	25	-0.3	-0.68
O=C(NCc1ccccn1)c1n[nH]c2ccccc12	.	0.19	-0.48
Cc1ccc(C)c(N(CC(=O)NC2CCCC2)C(=O)c2oc(C(C)(C)C)cc2C)c1	39	-1.1	-1.1
COc1ccc(C(=O)Cn2nnc(-c3ccccc3NC(=O)C3CCCCC3)n2)cc1	-40	-1.2	-0.29
CCOc1ccc(/C(C)=N/NC(=O)C(OC)c2ccccc2)cc1 (stereo not given)	31	.	.
O=C(O)CC1S/C(=N/N=C/C=C/c2ccccc2)NC1=O (stereo not given)	-70	0.04&1	0.05&0.9
CCOc1ccccc1N(CC(=O)OC)S(=O)(=O)c1ccccc1	.	-0.78	-0.12
COc1ccccc1NC(=O)c1ccc(Cl)c(S(=O)(=O)N2CCOCC2)c1	-7	-0.18	-0.63
O=C(NC1CCCCC1)c1cc2nc3c(c(C(F)(F)F)n2n1)CCCC3	29	-0.92	-0.73
Cc1cccc(C)c1NC(=O)CS(=O)CC(=O)Nc1ccc(F)cc1F (stereo not given)	44	0.94	0.03
COc1ccc(OC)c(CCNC(=O)CC2Oc3ccc(C)cc3NC2=O)c1 (stereo not given)	.	0.91	1.4
O=C(CNc1cccc2ccccc12)N/N=C/c1ccc([N+](=O)[O-])cc1	.	0.81	2.1
Cc1cccc(C(=O)OCC(=O)Nc2nccs2)c1	49	0	-0.08
O=S(=O)(c1ccccc1)c1nc(-c2ccccc2)oc1N1CCOCC1	-54	.	.
N#C/C(=C\c1c[nH]c2ccccc12)c1nnc2n1CCCCC2	.	-0.24	-1.6
CCC(C)NCC(O)COCc1ccc(Cl)cc1 (stereo not given)	43	0.5	0.27
CC1CCN(C(=O)Cn2cc(C(=O)c3ccco3)c3ccccc32)CC1	-6	-0.2	-0.77
Cc1ccc(-c2csc(NC(=O)c3ccc4c(=O)n5c(nc4c3)CCCCC5)n2)cc1	.	-0.17	0.37
CCOc1cc(C2C3=C(CCCC3=O)Nc3ccc4ncccc4c32)ccc1O (stereo not given)	0	.	.
Cc1ccc2cc(C#N)c(N3CCN(C)CC3)nc2c1	.	0.46	0.23
Cc1ccnc(NC2OC(=O)c3ccccc32)c1 (stereo not given)	11	1.2	0.41
CN=C1C([N+](=O)[O-])=CC=C2C1=NC1(CCCCC1)N2O	28	-0.22	-0.27
Cc1ccc(CCNC(=O)C2CCCN(S(=O)(=O)c3c(C)nn(C)c3C)C2)cc1 (stereo not given)	.	-0.57	-0.74
Cc1c(NC(=O)C(C)Sc2n[nH]c(N)n2)c(=O)n(-c2ccccc2)n1C (stereo not given)	-74	2.3	1.1
Cc1cc(C)nc(NC2=NCC(=O)N2c2cccc(Cl)c2)n1	-100	-0.5	-0.5
C/C(=N\NC(=S)NCc1ccccc1)c1ccco1	-24	.	.
O=C(c1cccs1)N1CCN(Cc2ccccc2)CC1	.	0.45	-0.32
O=C(CC1SCCNC1=O)Nc1cccc(Cl)c1 (stereo not given)	22	0.03	-1
COc1ccc(N(C)C(=O)c2cc3c(Cl)nc4ccccc4c3s2)cc1	.	-0.32	-0.11
Cc1ccc(-c2ccc(/C=N\NC(=O)c3cc4c(ccc5ccccc54)o3)o2)cc1[N+](=O)[O-]	.	-2	-1.3
CCOc1nc(-c2ccccc2)ccc1-c1noc(-c2ccncc2)n1	.	0.8	3.2
CCS(=O)(=O)c1nc(S(=O)(=O)c2ccc(Cl)cc2)c(N2CCc3ccccc3C2)s1	13	-0.03	0.23
COc1cccc(N=Nc2c(=O)[nH]n3c(=O)c4c([nH]c23)CCC4)c1	0	-0.31	-0.79

(further entries)
SMILES	INS promoter inh	SDO1 yeast rescue	SDO1 yeast rescue Rescue 24 h
Cc1cc(/C=C2/NC(=O)N(c3ccccc3)C2=O)c(C)n1C(C)C	.	0.78	0.71
COc1ccc(CCNC(=O)CSCc2n[nH]c(=O)[nH]2)cc1OC	-32	0.06	0
O=C(Nc1ccc(F)cc1)c1sc(Cl)nc1-c1ccccc1	7	-0.4	-0.4
CCOC(=O)CCCNC(=O)COC(=O)c1ccc(O)cc1	-16	0.27	0.24
COc1cc(C(=O)NCC(=O)N/N=C/c2cccc(OC(=O)c3ccco3)c2)cc(OC)c1OC	26	.	.
COc1ccc(/C=C/C(=O)NC2CCCCCCC2)cc1S(=O)(=O)N1CCOCC1	-37	0.56	0.73
O=C(NC1CCC(O)CC1)c1ccc(S(=O)(=O)NCc2ccco2)cc1 (stereo not given)	7	0.53	-0.81
O=C(CCn1cnc(-c2ccccc2)c1-c1ccccc1)N/N=C/c1ccccc1O	0	0.44	0.78
O=C(CN1C(=O)C2(OCCCO2)c2ccccc21)NCc1ccccc1	-45	-0.19	-0.28
Cc1cc(F)c(F)c(C(=O)N2CCOCC2)c1	-100	-0.18	-0.42

Three entries from above, arranged by the value under SDO1 yeast rescue, descending.
SMILES	INS promoter inh	SDO1 yeast rescue	SDO1 yeast rescue Rescue 24 h
Cc1cc(/C=C2/NC(=O)N(c3ccccc3)C2=O)c(C)n1C(C)C	.	0.78	0.71
CCOC(=O)CCCNC(=O)COC(=O)c1ccc(O)cc1	-16	0.27	0.24
O=C(O)CC(C(=O)O)n1nc(-c2ccccc2)cc1-c1ccccc1 (stereo not given)	25	-0.3	-0.68

Later entries.
SMILES	INS promoter inh	SDO1 yeast rescue	SDO1 yeast rescue Rescue 24 h
O=C(CN(C1CCCCC1)C1CCCCC1)N1CCc2ccccc2C1	8	-0.62	-0.1
COc1cc(C2C(C#N)=C(N)Oc3cc(N)ccc32)cc(OC)c1OC (stereo not given)	-23	0.09	-0.92
COc1ccc(S(=O)(=O)Cc2ccc(C(=O)NC3CCCC3)o2)cc1	.	0.11	-0.61
Cc1ccc(C(=O)NC2CCc3ccccc3C2=O)cc1 (stereo not given)	18	.	.
O=c1[nH]c(N2CCc3ccccc3C2)nc2c1CCC2	.	0.03	-0.57
CCOc1ncccc1C(=O)N1CCN(C(c2ccccc2)c2ccccc2)CC1	-38	.	.
O=C(O)/C=C1\NC(=O)c2ccccc21	-36	1.2	1.5
CCC(=O)N/N=C(\C)CC(=O)Nc1ccc(F)cc1	3	.	.
Cc1cc(C)nc(Nc2ncc(O)n2-c2ccc(C)c(Cl)c2)n1	10	0.68	-0.56
Cc1cccc(-n2c(C)nc3cc(C(=O)NCc4ccc5c(c4)OCO5)ccc32)c1	38	-0.02	-0.28
COc1ccc(CCN2C(=O)C3C4CC(C5C(C(=O)NN)=NOC45)C3C2=O)cc1OC (stereo not given)	3	-0.01	-0.15
Cc1occc1C(=O)Nc1ccc2c(c1)OCO2	-347	-0.45	-1.2
OC(CNCCC1C=Nc2ccccc21)Cn1c2ccc(Cl)cc2c2cc(Cl)ccc21 (stereo not given)	20	-1.7	-0.61
O=C(OCC(=O)N1CCN(c2ccccc2)CC1)c1ccccn1	0	0.05	-0.79
CC(=O)c1cccc(NC(=O)N2CCCC2C(=O)Nc2c(C)cccc2C)c1 (stereo not given)	36	0.05	0.82
O=C(c1ccccc1)N1CCN(Cc2c[nH]c3ccccc23)CC1	50	-0.47	0.53
CNC(=S)N(CCc1cccc(C)c1)Cc1cc2cc(OC)c(OC)cc2[nH]c1=O	37	0.36	-0.17
C=CCn1c(CCCNC(=O)C(C)(C)C)nc2ccccc21	.	0.12	0.67
CCOc1ccc(CCNC(=O)c2cc3sc(Cl)cc3n2C)cc1OCC	-12	-0.61	0.13
Cc1ccc(Sc2nc(C)cc(C)c2S(C)(=O)=O)cc1	-32	0.19	-0.37
Cc1nc(CSc2nsc(/C=C/N(C)C)c2C#N)cs1	8	.	.
CC12CCC(=O)N1C(C(=O)OCC(=O)Nc1ccc(Cl)c(Cl)c1)CS2 (stereo not given)	36	.	.
O=C(CN1CCN(c2ccccc2O)CC1)NC(c1ccccc1)c1ccccc1	.	-0.47	-0.31
COc1cc(OC)c(Cl)cc1N	11	1	0.62
Cc1ccc(CNC(=O)c2cn(C3CCCC3)c(=O)c3c2c2ccccc2n3C)o1	-45	-1.4	-1
Cc1ccc(Nc2c([N+](=O)[O-])c(=O)n(C)c3ccccc23)cc1C	-15	-0.94	-0.88
CC1CN/C(=C\C(=O)c2ccc(Cl)cc2)C(=O)N1 (stereo not given)	70	0.46	-0.23
CC(=O)c1cccc(NC(=O)C2CCN(S(=O)(=O)c3cccs3)CC2)c1	23	0.58	0.36
CO/N=C/c1ccc(N2CCN(C(=O)c3ccc(C)cc3)CC2)c([N+](=O)[O-])c1	?	-1.9	-1.4
S=C(N/N=C/c1ccccc1)N1CCOCC1	17	0.58	0.6
O=C(CC(c1ccccc1)c1ccccc1O)NCCN1CCOCC1 (stereo not given)	12	0.47	1
NC(=O)COC(=O)CNC(=O)c1cc(Cl)cc([N+](=O)[O-])c1	25	.	.
CCC(C)(C(=O)NC1CCCCC1)N(C(=O)Cc1cccs1)c1ccccc1 (stereo not given)	-56	-1.2	-0.17
CCC(N=c1cc(-c2ccc(OC)c(OC)c2)oc2ccc(C)cc12)C(=O)O (stereo not given)	29	0.25	-1.2
CC(=O)NCN1CCN(CNC(C)=O)CC1	.	0.44	0.39
CN(C1CCCC1)C1CCN(C(=O)CNC(=O)/C=C/c2ccccc2)CC1	.	2	1.3
Cc1c(NC(=O)c2cccc(S(=O)(=O)N3CCOCC3)c2)c(=O)n(-c2ccccc2)n1C	.	0.71	0.14
COc1ccc(OC)c(N2C(=O)[C@@H]3C(c4ccccc4Cl)=NO[C@@H]3C2=O)c1	.	0.29	0.87
CCOC(=O)c1c(C)[nH]c(C(=O)CN2C(=O)NC(CC)(c3ccccc3)C2=O)c1C (stereo not given)	.	0.31	0.57
Cc1cc(C)c(S(=O)(=O)N2CCOC2CNC(=O)C(=O)NCc2ccco2)c(C)c1 (stereo not given)	24	-0.52	-0.04
N#CC1(c2ccccc2)CCC(=NO)CC1 (stereo not given)	-3	0.29	0.18
Cc1ccc(-n2c(Cn3c(C)nc4ccccc43)n[nH]c2=S)cc1	6	-0.43	-1.2
O=C(COc1ccccc1)NNc1c2ccccc2nc2ccccc12	-23	-2.5	-2
CNC(=O)c1nn(-c2ccccc2)ccc1=O	23	0.78	0.58
NS(=O)(=O)c1ccc(CNC(=S)NCc2ccc(Cl)cc2)cc1	-59	-0.64	-1.6
CCOC(=O)c1ccc(NS(C)(=O)=O)cc1	-57	-0.02	-0.14
Cn1c(=O)cc(SCC(=O)N2CCCC2)c2ccc(Cl)cc21	-53	0.3	0.31

Some of the compounds tested (hit frequency here may not be typical).
